HEK293 NFkB inh: inhibitors of the PMA/ionomycin-induced NF-kB reporter in HEK293 cells; HEK-293 NF-kB luciferase reporter, luminescence; inhibition, % at 3 µM; actives 0.21% (n = 62,000); AID 465;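 active = inhibition above the mean of all tested compounds plus 3 SD, cut at about 40% in these data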;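 note: 0% = stimulated DMSO wells and 100% = 10 µM reference inhibitor 5653914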
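Reagent: PMA plus ionomycin mix as NF-kB-activating stimulus. Assay system: NF-kB luciferase reporter HEK-293 cells. Technique: luminescence from luciferase substrate reagent. Incubation: 1 h compound pre-incubation, 16 h PMA/ionomycin at 37 °C. Benchmarks: DMSO only as uninhibited control, 10 µM reference inhibitor as full inhibition. Repeats: tested once.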
M1 agonist: activates the M1 muscarinic receptor. actives 3% (n = 64,000). B-score at 10 µM. AID 626. CHO-M1 cells, Fluo-4 calcium fluorescence, agonist mode; active compounds read high;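 active = fluorescence rise, raw or as B-score row- and column-corrected plate score, outside the 99.7% band of its plate's samples, either direction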
M1 antagonist: blocks the rat M1 muscarinic receptor response to acetylcholine. actives 3.4% (n = 64,000). CHO-M1 cells, Fluo-4 calcium, ACh EC80 antagonist mode; active compounds read low. B-score at 10 µM;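 active = calcium fluorescence response, raw or row-and-column corrected B-score, differing from the plate sample mean either way at a set confidence level, mostly lower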
Target sequence (P08482 whole entry, looked up): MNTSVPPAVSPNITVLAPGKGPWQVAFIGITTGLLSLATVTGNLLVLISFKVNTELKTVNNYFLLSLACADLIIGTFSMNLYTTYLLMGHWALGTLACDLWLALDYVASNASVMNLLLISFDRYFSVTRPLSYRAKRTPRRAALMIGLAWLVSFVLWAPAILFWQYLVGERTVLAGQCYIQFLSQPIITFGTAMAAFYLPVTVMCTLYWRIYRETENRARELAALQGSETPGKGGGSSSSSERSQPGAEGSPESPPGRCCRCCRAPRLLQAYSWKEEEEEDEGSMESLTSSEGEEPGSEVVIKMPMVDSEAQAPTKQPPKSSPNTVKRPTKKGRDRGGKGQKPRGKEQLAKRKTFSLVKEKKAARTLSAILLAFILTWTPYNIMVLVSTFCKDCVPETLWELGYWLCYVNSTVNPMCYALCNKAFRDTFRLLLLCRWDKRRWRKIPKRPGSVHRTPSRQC
5HT1E ag: 5-HT1E (human) receptor agonism. P28566. CHO 5-HT1E Ga15 NFAT-bla reporter, FRET; 0% DMSO wells, 100% control agonist wells. activation, % at 6 µM. actives 0.69% (n = 65,000). AID 574;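 active = activation above a set limit, the screen-wide mean activation plus 3 SD, cut at about 8.5% in these data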;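 note: 100% = positive control agonist at 1 µM giving full maximal response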
Target sequence (P28566 whole entry, looked up): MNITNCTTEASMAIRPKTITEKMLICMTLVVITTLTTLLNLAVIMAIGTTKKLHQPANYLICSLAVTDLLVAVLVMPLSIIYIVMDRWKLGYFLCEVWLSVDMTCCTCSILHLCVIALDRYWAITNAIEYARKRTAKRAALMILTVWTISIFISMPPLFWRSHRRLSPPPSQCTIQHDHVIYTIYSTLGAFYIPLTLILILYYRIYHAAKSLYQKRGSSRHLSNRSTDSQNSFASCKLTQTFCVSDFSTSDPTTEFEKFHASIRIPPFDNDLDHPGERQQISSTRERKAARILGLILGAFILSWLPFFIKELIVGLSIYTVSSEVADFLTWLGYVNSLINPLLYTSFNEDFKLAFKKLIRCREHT
S1P1 ag-PAM: agonists and agonism potentiators of human S1P1 receptor | activation, % at 9.5 µM | S1P1 CRE-bla cells, forskolin, beta-lactamase FRET, potentiator mode; S1P1 agonist co-added at EC20, 2 nM; 100% = saturating reference agonist, 0% = basal | AID 449 | actives 0.57% (n = 56,000) | P21453;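 active = activation above a cutoff set at the mean activation of all tested compounds plus 3 SD, cut at about 54% in these data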;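 note: forskolin at 4 µM as EC80 and the EC20 agonist is SEW2871; 100% = SEW2871 at its EC100 plus forskolin at EC80; some compounds past the cut are filed as inactive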
Her2 expr inh: inhibitors of human Her2 kinase expression | P04626 | SKBR-3 HER2 protein level, AlphaScreen, 18-24 h; active compounds read low | HER2 level % of control, % at 10 µM | actives 0.69% (n = 65,000);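 active = HER2 level under 5% of the carrier-only control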;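 note: 100% = DMSO carrier and 0% = 500 nM PU-H71 HSP90 inhibitor; lower value means stronger loss of Her2 protein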
Jurkat tox 60K: cytotoxic compounds reducing Jurkat cell viability; actives 1.2% (n = 56,000); inhibition, % at 4 µM; Jurkat E6.1 viability, ATP luminescence, 48 h; AID 463;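 active = inhibition above the mean inhibition of all tested compounds plus 3 SD, cut at about 28% in these data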
5HT1E antag: blocks the human 5-HT1E serotonin receptor. P28566. CHO 5-HT1E Ga15 NFAT-bla reporter, FRET, antagonist. inhibition, % at 6 µM. actives 0.99% (n = 65,000). AID 571;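 active = inhibition above a set limit, the mean inhibition across every tested compound plus 3 SD, cut at about 29% in these data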;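 note: signal is the 460 over 535 nm emission ratio of beta-lactamase substrate; 0% = agonist plus DMSO wells and 100% = wells without agonist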
S1P3 ag: S1P3 (human) receptor agonism; Q99500; S1P3 NFAT-BLA reporter cells, FRET ratio; relative to 1 µM S1P, basal subtracted; activation, % at 4.5 µM; actives 0.1% (n = 60,000);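 active = activation above the screen-wide mean plus 3 SD, cut at about 4.5% in these data, passing the limit was not always enough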; note: some compounds called inactive have numbers as strong as hits
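Assay system: stable CHO line with human S1P3, Gα16, NFAT-BLA reporter; Detection: FRET β-lactamase substrate fluorescence, excitation 405 nm, 460/535 nm emission ratio, background-subtracted; Read-out: percent activation versus median 1 µM S1P response, basal-subtracted, per plate; Incubation: cells plated overnight, compound 4 h 37 °C, substrate 2 h RT.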
Active calls of the source: *; · = not tested or not shown; & = joins results of further samples. Not a hit list; overall some 9.2% were active at least once.

SMILES | HEK293 NFkB inh | M1 agonist | M1 antagonist | 5HT1E ag | S1P1 ag-PAM | Her2 expr inh | Jurkat tox 60K | 5HT1E antag | S1P3 ag
Cn1c(SCc2ccon2)nc2ccccc2c1=O | 15 | -0.93 | 0.11 | -0.8 | 4 | 45 | -2 | 5 | -0.8
O=C(c1ccc2nc(-c3ccco3)c(-c3ccco3)nc2c1)N1CCN(c2ccccc2)CC1 | 5 | 5.7* | -1.2 | 0.4 | 16 | 68 | 2 | 1 | -0.9
CCOCC(=O)Nc1ccc(F)c(F)c1 | -6 | · | · | -0.5 | · | 94 | 2 | 10 | -0.5
CCOc1ccc(OCC)c(NC(=O)CN(C)S(=O)(=O)c2cccc3nsnc23)c1 | 4 | 2.4 | -0.38 | -0.7 | -2 | 78 | 4 | 11 | -0.2
COc1ccc2c(c1)CCc1c(C(=O)NCc3ccco3)noc1-2 | -5 | -1 | 0.098 | -1.3 | 13 | 79 | -3 | 2 | -1.1
O=c1cc(N2CCc3ccccc3C2)[nH]c(=O)n1-c1ccc(Cl)cc1 | 12 | 0.055 | 0.46 | 0.2 | 0 | 96 | 1 | -6 | -1.4
O=C1CC(c2ccc(S(=O)(=O)N3CCN(c4ccccc4)CC3)cc2)CN1 (centres undefined) | 9 | -1.1 | 0.66 | 0.0 | -3 | 100 | -8 | -9 | -0.6
O=C(CN1CCN(Cc2ccccc2Cl)C1=O)NC1CCCCCC1 | -3 | 0.04 | -0.33 | 0.3 | · | 84 | · | -1 | ·
CC(NC(=O)c1ccc(S(=O)(=O)N(C)C)cc1)c1ccccc1 (centres undefined) | 8 | -0.12 | 0.2 | -1.4 | · | 113 | -3 | 4 | 0.1
Cc1ccc(S(=O)(=O)N2CCN(C(=O)COC(=O)COc3ccccc3)CC2)cc1 | 0 | 0.05 | -0.08 | -0.1 | -3 | 124 | 0 | -13 | 0.0
CC(=O)N1CCN(CCN=CC2=C(O)CC(c3ccco3)CC2=O)CC1 (centres undefined) | 9 | · | · | -1.6 | -21 | 127 | 1 | -5 | 1.3
O=C(CCSc1nc(-c2ccco2)cc(C(F)(F)F)n1)N1CCN(c2ccccn2)CC1 | 14 | 1.7 | -1.4 | 0.3 | · | 98 | 4 | 0 | -0.6
Cc1cc(S(=O)(=O)NC2CCCCC2)c(C)s1 | 16 | 0.63 | 0.21 | -0.3 | -4 | 77 | 5 | -4 | -0.5
C1=C(c2ccccc2)Nc2nnnn2C1 | 7 | -0.13 | 0.25 | -0.3 | -12 | 89 | -4 | 0 | -1.2
O=C(CCC1CCCC1)Nc1ccon1 | 6 | -0.26 | 0.23 | -0.7 | · | 124 | 1 | -5 | -1.1
CCOC(=O)N1CCC(N2C(=O)c3ccc(C(=O)NCc4ccco4)cc3C2=O)CC1 | 8 | -0.34 | 0.013 | -0.4 | -8 | 92 | -2 | 6 | -0.9
Cc1onc(-c2ccccc2Cl)c1C(=O)Nc1sc2c(c1C#N)CCC2 | 16 | -0.68 | -0.25 | -0.5 | -8 | 77 | -1 | -2 | -1.3
Cc1c(C)c2ccc(OC3CCCCC3=O)cc2oc1=O (centres undefined) | 10 | -0.16 | 0.29 | 0.2 | · | 90 | 1 | -4 | -0.8
CCOC(=O)Cc1csc(NC(=O)c2ccoc2C)n1 | 12 | -0.86 | -1.7 | 0.1 | 3 | 100 | 11 | 4 | -1.1
Cc1cccn2c(=O)c(/C=C(\C#N)S(=O)(=O)c3ccccc3)c(N3CCN(C)CC3)nc12 | · | 0.85 | -0.14 | 0.0 | 6 | 67 | · | 5 | -1.7
O=c1[nH]cnc2c1N1CCC2CC1 | 19 | -0.091 | 0.31 | 0.2 | -7 | 98 | 4 | -7 | -0.3
CC(C)CCOCC(=O)Oc1ccccc1C(=O)O | 0 | -0.0018 | 0.22 | -0.8 | -11 | 84 | -2 | -11 | 2.0
O=C(Nc1nc(-c2nc3ccccc3s2)cs1)C1CC1 | -43 | 1.3 | 0.21 | 0.5 | 1 | 59 | -1 | -4 | 0.4
O=C(C1CCN(S(=O)(=O)N2CCC3(CC2)OCCO3)CC1)N1CCc2ccccc2C1 | -9 | -0.28 | 0.043 | 0.3 | · | 96 | · | -1 | ·
COc1ccc(Br)cc1C1NC(=O)c2c(sc3c2CCN(C)C3)N1 (centres undefined) | -6 | 1.5 | 1.5 | 0.0 | 7 | 92 | 5 | -1 | -0.2

Next structures.
SMILES | HEK293 NFkB inh | M1 agonist | M1 antagonist | 5HT1E ag | S1P1 ag-PAM | Her2 expr inh | Jurkat tox 60K | 5HT1E antag | S1P3 ag
CCn1cc(C(=O)NC2CCCCC2)c(=O)c2cc(S(=O)(=O)N(C)C)ccc21 | 28 | -1.1 | 0.82 | 0.4 | 10 | 113 | 6 | 5 | -1.7
CN1CCN(CCCC(=O)c2ccc(F)cc2)CC1 | -2 | -0.44 | 2.4 | -0.1 | -15 | 81 | -4 | -6 | 0.8
CCS(=O)(=O)c1ccc2oc(SCC(=O)NCCC3=CCCCC3)nc2c1 | 11 | 1.3 | 0.7 | -0.1 | -6 | 90 | 16 | 15 | -1.4
O=C(NCCCN1CCN(c2ccccc2F)CC1)C1CCC(=O)N1C1CCCCC1 (centres undefined) | 3 | -0.13 | 0.015 | 0.1 | 5 | 92 | -4 | -2 | -0.4
COc1ccc(NC(=O)C2C3CCC(C3)C2C(=O)O)cc1OC (centres undefined) | -1 | -1.5 | 0.4 | 0.3 | -1 | 124 | -8 | -4 | 0.5
Cc1noc(C)c1COC(=O)c1ccc2c(c1)OCO2 | 10 | -0.55 | 0.12 | -1.0 | 10 | 108 | 6 | -7 | -1.5
CCCCc1c(C)c2ccc(OCC(C)=O)cc2oc1=O | · | 0.069 | -0.77 | -0.6 | -6 | 76 | · | 5 | -3.8
COc1ccc(NC(=O)Cn2nnc(-c3ccccc3NC(=O)c3ccco3)n2)cc1 | 14 | -0.35 | -0.22 | -0.6 | 10 | 59 | -1 | 8 | -0.1
CC(=O)Nc1cccc(OC(=O)N2CCOCC2)c1 | 2 | -0.19 | 0.36 | 0.0 | -16 | 90 | -6 | -3 | 0.0
COC(=O)C(NC(C)=O)(Nc1ccccn1)C(F)(F)F (centres undefined) | · | 0.52 | 0.058 | -0.9 | 4 | 88 | · | 7 | -1.0
COc1ccccc1CNC(=O)c1oc2ccc(S(=O)(=O)N3CCCC3)cc2c1C | 16 | -0.16 | -1.6 | 2.0 | -17 | 75 | 9 | 9 | -0.7
CCOC(=O)c1ccc(S(=O)(=O)Nc2ccccc2-c2nnn(CC)n2)cc1 | 10 | 3.8* | -3* | -0.8 | 38 | 70 | 5 | 9 | 0.0
CCCCOC(=O)c1cc(=O)[nH]c2ccccc12 | -6&14 | 0.6 | -1.4 | 1.2&-0.8 | 24&-29 | 64&105 | 1&1 | -5&8 | -1.8&-1.7
COc1cc(-c2noc(-c3cccs3)n2)cc(OC)c1OC | 18 | -0.27 | 0.04 | -0.5 | -4 | 44 | 2 | 6 | -0.8
CCOC(=O)NCCc1c(C)nc2c(c(C)nn2C(C)(C)C)c1C | 4 | -0.83 | -0.1 | -1.0 | -14 | 77 | 2 | 3 | -0.7
Cc1ccc(S(=O)(=O)N2CCCC2)cc1S(=O)(=O)N1CCCC1 | 17 | 0.13 | 0.069 | -0.3 | -9 | 114 | -5 | 10 | -1.0
CN(C)c1ccc(C(=O)OCC(=O)c2cccs2)cc1 | -34 | 0.65 | -0.45 | -0.1 | · | 127 | · | 6 | ·
CC1C(=O)CCC1(C(=O)O)c1ccccc1 (centres undefined) | 6 | 0.41 | -0.11 | 0.3 | -3 | 133 | 5 | 1 | 0.4
COc1cccc(-c2cc(C(F)(F)F)nc(N3CCN(c4ccccc4)CC3)n2)c1 | 14 | -0.41 | 0.76 | -0.1 | · | 98 | · | -4 | ·
CCS(=O)(=O)N1Cc2ccccc2CC1C(=O)N1CCN(c2ccccc2)CC1 (centres undefined) | 19 | 0.089 | 0.93 | -0.2 | 10 | 93 | 0 | -1 | -1.0
Cc1ccc(C)c(C(=O)CC2(O)C(=O)Nc3ccccc32)c1 (centres undefined) | 18 | -0.39 | -0.72 | -0.4 | 4 | 104 | 5 | 8 | -1.4
O=C(Cn1c(-c2ccccc2)noc1=O)NCc1ccccc1 | -6 | 0.19 | -0.077 | -0.7 | -2 | 73 | 6 | 1 | 0.2
COC(=O)C(C)Sc1nc(-c2ccc(OC)cc2)nc2c1c(=O)n(C)c(=O)n2C (centres undefined) | 10 | 0.16 | 0.24 | 1.3 | 7 | 65 | 0 | 1 | 0.3
CCCOc1ccc(/C(O)=C2/C(=O)C(=O)N(CCN3CCOCC3)C2c2ccccc2)cc1 (centres undefined) | · | -0.45 | -0.28 | 0.3 | 6 | 109 | · | -4 | 0.4
Cn1ccnc1Sc1nnnn1-c1ccccc1 | 1 | -0.43 | -1.2 | 2.1 | -18 | 88 | -6 | -5 | -0.3
O=C(NCCCN1CCN(Cc2ccccc2Cl)CC1)Nc1ccccc1 | 6 | -0.076 | 0.43 | 1.1 | 16 | 123 | -4 | 6 | -1.1
COc1nc(NCC(C)C)nc(Oc2ccc(=O)n(-c3ccccc3)n2)n1 | 13 | -0.55 | 0.028 | -0.1 | -17 | 87 | 8 | 8 | -0.9
O=C(CSc1nc2ccccc2[nH]1)Nc1ccc2c(c1)OCCO2 | 4 | -0.091 | 0.59 | 0.0 | 17 | 76 | -1 | -5 | -0.1
Clc1ccccc1-c1nnc2sc(C3COc4ccccc4O3)nn12 (centres undefined) | 8 | -0.96 | 0.04 | 1.1 | · | 50 | -7 | -2 | -0.3

Entries of single compounds as entered above:
CC1C(=O)CCC1(C(=O)O)c1ccccc1 (centres undefined) is listed with HEK293 NFkB inh: 6; M1 agonist: 0.41; M1 antagonist: -0.11; 5HT1E ag: 0.3; S1P1 ag-PAM: -3; Her2 expr inh: 133; Jurkat tox 60K: 5; 5HT1E antag: 1; S1P3 ag: 0.4
CN1CCN(CCCC(=O)c2ccc(F)cc2)CC1 is listed with HEK293 NFkB inh: -2; M1 agonist: -0.44; M1 antagonist: 2.4; 5HT1E ag: -0.1; S1P1 ag-PAM: -15; Her2 expr inh: 81; Jurkat tox 60K: -4; 5HT1E antag: -6; S1P3 ag: 0.8
CCCOc1ccc(/C(O)=C2/C(=O)C(=O)N(CCN3CCOCC3)C2c2ccccc2)cc1 (centres undefined) is listed with HEK293 NFkB inh: ·; M1 agonist: -0.45; M1 antagonist: -0.28; 5HT1E ag: 0.3; S1P1 ag-PAM: 6; Her2 expr inh: 109; Jurkat tox 60K: ·; 5HT1E antag: -4; S1P3 ag: 0.4

Assay outcomes (PubChem)
